AI-2 QS mod – Vibrio harveyi AI-2 quorum sensing modulation; AID 2094; Vibrio harveyi JMH597 AI-2 luminescence/OD600 ratio, 9 h; hits give low values; strain lacks LuxN and CqsS sensors; 0 = neutral-control median; activity change, % at 7.5 µM; 300,000 compounds, 0.4% hits; in the data active = activity change below about -75%, passing the limit was not always enough;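 also: luminescence divided by OD600 gain over 9 h not by final OD600 alone; inactives centre near 13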
HSF-1 act – increases HSF-1 driven luciferase reporter signal; NIH3T3-HGL HSF-1 luciferase reporter, MG132, 8 h; 100% = twice DMSO control signal; activation, % at 9 µM; 300,000 compounds, 1.7% hits;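 active = mean replicate activation of at least 50% with a set share of replicates each reaching 50%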;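 also: 0% = median of the neutral control wells and 100% = twice that signal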
PolyA inhibitor – blocks polyadenylation in yeast reporter cells; S. cerevisiae SKY197-pL101 polyadenylation reporter, beta-gal luminescence; efflux-impaired pdr1/pdr3 knockout yeast; score 100 = 6 SD above DMSO; calls only at 12 µM; 300,000 compounds, 0.02% hits; AID 1875;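 active = lowest replicate activity score at least 50, where 100 means six control SD above control mean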;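 also: yeast exposed to compound for 9 h at 30 °C; higher score means more reporter readthrough which indicates perturbed polyadenylation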
KLF5 inh – inhibitors of KLF5 expression | DLD-1 KLF5 promoter-luciferase reporter, luminescence | inhibition, % at 5 µM | 290,000 compounds, 0.23% hits | AID 1700;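 active = inhibition above a per-plate limit of that plate's mean compound inhibition plus 3 SD, cut at about 60% in these data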;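 also: 0% = DMSO wells and 100% = LY294002 at 200 µM; higher means less KLF5 promoter-driven luciferase light; inactives centre near -14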
HSP90 inh – inhibitors of HSP90 luciferase refolding in rabbit reticulocyte lysate | luciferase refolding luminescence, 3 h | inhibition, % at 5.6 µM | 290,000 compounds, 0.91% hits | AID 1789;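 active = inhibition above the screen-wide mean plus 3 SD, computed separately per campaign, cut at about 16% in these data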;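 also: 0% = DMSO wells and 100% = 60 µM geldanamycin wells; inhibitors lower the luminescence because luciferase stays unfolded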
GSK3 alpha inh – human GSK-3 alpha kinase inhibition; P49840; inhibition, % at 10 µM; ADP-Glo luminescence, 60 min; AID 2650; 320,000 compounds, 0.1% hits;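 in the data active = inhibition above about 50%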;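 also: GST-tagged GSK-3 alpha with peptide substrate and 25 µM ATP; 0% = DMSO neutral wells and 100% = GW8510 positive control wells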
Target sequence (P49840 whole entry, looked up): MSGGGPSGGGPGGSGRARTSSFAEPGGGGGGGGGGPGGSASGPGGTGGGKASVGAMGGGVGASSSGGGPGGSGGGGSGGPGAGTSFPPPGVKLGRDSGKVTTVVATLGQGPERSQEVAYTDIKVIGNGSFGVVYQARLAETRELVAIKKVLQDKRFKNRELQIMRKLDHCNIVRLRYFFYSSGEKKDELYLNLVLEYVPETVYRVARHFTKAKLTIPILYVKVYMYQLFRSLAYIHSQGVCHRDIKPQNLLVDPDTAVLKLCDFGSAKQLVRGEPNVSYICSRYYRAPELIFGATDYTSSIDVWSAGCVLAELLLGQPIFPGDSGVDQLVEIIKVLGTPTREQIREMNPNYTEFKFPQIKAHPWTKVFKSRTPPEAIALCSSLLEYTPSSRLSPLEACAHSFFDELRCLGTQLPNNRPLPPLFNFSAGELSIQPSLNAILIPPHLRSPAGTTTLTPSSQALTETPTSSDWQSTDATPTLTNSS
GSK3B inh – inhibitors of human GSK3beta kinase; P49841; GST-GSK3beta kinase, ADP-Glo luminescence, 60 min; hits give low values; activity score (negative = inhibition), % at 10 µM; 300,000 compounds, 0.038% hits;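 active = more than half of replicate wells score below -50%, meaning over 50% inhibition versus plate controls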;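 also: 0% = median DMSO wells and -100% = median GW8510 positive control wells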
Target sequence (P49841 whole entry, looked up): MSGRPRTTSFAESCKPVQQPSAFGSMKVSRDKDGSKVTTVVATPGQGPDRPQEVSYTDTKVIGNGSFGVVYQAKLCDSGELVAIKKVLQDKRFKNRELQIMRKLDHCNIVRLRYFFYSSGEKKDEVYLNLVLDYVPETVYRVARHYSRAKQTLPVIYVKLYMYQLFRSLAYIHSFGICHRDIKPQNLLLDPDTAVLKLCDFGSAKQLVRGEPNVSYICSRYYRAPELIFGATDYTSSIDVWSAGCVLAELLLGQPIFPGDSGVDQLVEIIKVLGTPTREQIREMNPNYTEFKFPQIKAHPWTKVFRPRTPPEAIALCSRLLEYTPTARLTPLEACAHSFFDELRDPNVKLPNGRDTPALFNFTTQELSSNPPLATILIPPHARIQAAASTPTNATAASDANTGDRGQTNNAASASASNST
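Test system: GST-tagged human GSK3beta kinase, cell-free; evaluation: activity score scaled between in-plate DMSO and GW8510 controls; measured by: ADP-Glo luminescence; incubation: 60 min reaction, RT; benchmarks: DMSO and 20 µM GW8510; reagent: peptide substrate plus 25 µM ATP (final); medium: Tris/MgCl2 kinase buffer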
IEC-6 tox – kills IEC-6 intestinal cells in KLF5 counter-screen | IEC-6 cytotoxicity, luminescence viability | AID 1825 | 290,000 compounds, 0.78% hits | inhibition, % at 5 µM; in the data active = inhibition above about 22%;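 also: 0% = plate median of test compound wells and 100% = cytotoxic reference compound wells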
aSyn 5UTR inh – 5' untranslated region of α-synuclein, MLPCN primary screen | inhibition, % (tested at 7.5 µM) | 300,000 compounds, 0.82% hits | alpha-synuclein 5'UTR reporter, inhibitor activity; in the data active = inhibition above about 60%;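 also: H4 neuroglioblastoma cells stably carrying SNCA 5'UTR luciferase fusion; 0% = DMSO wells and 100% = positive control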
HSF1 inh – HSF1 inhibition. NIH3T3-HGL HSE-luciferase, MG132-induced, luminescence 8 h; hits give low values. activity change, negative = inhibition, % at 7.5 µM (by protocol). 300,000 compounds, 0.77% hits;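 active = more than half of replicate wells show activity change below -50%, luminescence cut by over half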;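 also: luciferase reports HSF-1 transcriptional activity via heat shock element; 0% = median of DMSO wells and -100% = zero luminescence signal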
* = called active by the depositor; i = inactive; x = not tested or not shown. Not all compounds are listed; the hit share may differ from the screen's.

Sample of the layout (two entries):
SMILES	AI-2 QS mod	HSF-1 act	PolyA inhibitor	KLF5 inh	HSP90 inh	GSK3 alpha inh	GSK3B inh	IEC-6 tox	aSyn 5UTR inh	HSF1 inh
O=C(Nc1ccc(N2CCOCC2)cc1)Nc1ccc2nsnc2c1	14	4	i	-21	-1	8	-2	4	-28	4
CCOc1ccc(NS(=O)(=O)c2ccc(C(=O)N(C)CC(=O)Nc3ccc(C)cc3)cc2)cc1	22	59*	i	x	x	-2	1	x	-9	30

Main list, previewed entries included:
SMILES	AI-2 QS mod	HSF-1 act	PolyA inhibitor	KLF5 inh	HSP90 inh	GSK3 alpha inh	GSK3B inh	IEC-6 tox	aSyn 5UTR inh	HSF1 inh
O=C(Nc1ccc(N2CCOCC2)cc1)Nc1ccc2nsnc2c1	14	4	i	-21	-1	8	-2	4	-28	4
CCOc1ccc(NS(=O)(=O)c2ccc(C(=O)N(C)CC(=O)Nc3ccc(C)cc3)cc2)cc1	22	59*	i	x	x	-2	1	x	-9	30
CCOC(=O)c1sc2nc(CC(=O)OC)nc(NCc3ccc(Cl)cc3)c2c1C	33	13	i	-11	0	0	-3	-2	15	7
Cc1ccc(-n2c(SCC(N)=O)nnc2-c2ccccn2)cc1C	24	11	i	-26	2	-22	2	0	-10	-7
COc1ccc(-n2nc(C(=O)NCC(=O)N3CCN(c4ccccn4)CC3)c3ccccc3c2=O)cc1	32	3	i	4	6	-2	1	4	-52	-8
COc1cccc(N=CC2=C(O)CCCC2=O)c1	36	21	i	12	-2	5	-3	-3	-7	8
Cc1occc1C(=O)Nc1cc(C(C)(C)C)on1	44	39	i	-97	4	1	0	12	-101	19
CCCN(Cc1ccccc1)S(=O)(=O)c1ccc(N2C(=O)CCC2=O)cc1	22	-6	i	-32	0	-2	2	-4	-15	6
CCCC/C(O)=N\S(=O)(=O)c1ccc(N=NN(C)C)cc1	-7	-4	i	-4	0	-2	1	5	11	-6
COc1ccc(NC(=O)CN(C)C(=O)c2cccc(-n3cccc3)c2)cc1	33	-2	i	x	x	1	-2	x	3	3
COc1ccc(NC(=S)N2CCC(c3ccc(C)cc3)C2)cc1 (stereo unspecified)	4	-6	i	-38	-4	4	-2	-1	-15	8
O=C(c1cccc(Cl)c1)N1CCN(Cc2c[nH]c3ccccc23)CC1	14	-11	i	-4	-3	-1	0	-8	-6	6
COc1ccc(/C=C/CN2CCCC(C(=O)c3cc(F)ccc3F)C2)cc1 (stereo unspecified)	7	4	i	-8	-3	x	-1	-4	9	5
O=C1C(=O)N(CC2CCCO2)C(c2ccco2)/C1=C(/O)c1ccc(F)cc1 (stereo unspecified)	9	-7	i	-17	0	-2	-1	-6	13	-3
Cc1cc(C)cc(-n2nnc(C(=O)NCc3ccccc3Cl)c2N)c1	7	-14	i	3	4	-1	2	4	-13	-2
COn1c(=O)c(-c2ccc(Cl)cc2)[n+]([O-])c2ccccc21	x	-20	i	-6	-2	2	x	0	-9	-4
Cn1nc(C(F)(F)F)c(-c2ccc(Br)cc2)c1NC(=O)C1CCC1C(=O)O (stereo unspecified)	2	-10	i	-18	1	0	2	1	-16	-4
Cc1nnc(SCC(=O)NCC(=O)Nc2ccc(F)c(F)c2F)n1Cc1ccccc1	10	-10	i	-1	1	-3	2	1	-11	-2
COCc1c(C(=O)OC/C(O)=C(\C#N)c2nc3ccccc3[nH]2)oc2ccccc12	7	-9	i	-10	1	0	0	7	-6	-1
COc1ccc(S(=O)(=O)N/N=C\c2ccc([N+](=O)[O-])o2)c(OC)c1	24	17	i	-21	0	0	1	-3	-29	-2
COc1cccc(NC(=O)C(c2ccccc2)N2CCCC2)c1 (stereo unspecified)	5	8	i	-8	6	3	1	1	-3	6
CC(=O)OC(C#CCN1CCOCC1)c1ccccc1 (stereo unspecified)	2	-7	i	-18	0	-1	-3	0	-10	-4
Clc1ccc(Sc2cc(N3CCOCC3)nc(-c3ccccc3)n2)cc1	9	1	i	-12	4	-2	2	2	-3	-4
COc1ccc(CC2(C)OC(c3ccc(C)c([N+](=O)[O-])c3)=NN2C(C)=O)cc1 (stereo unspecified)	19	27	i	-20	7	-2	0	6	7	3
COc1ccc(C2/C(=C(/O)c3ccc4c(c3)CC(C)O4)C(=O)C(=O)N2CCN2CCOCC2)cc1OC (stereo unspecified)	22	-10	i	-9	-1	x	2	0	1	-1
COc1cc(/C=N/N=C(N)N)ccc1OCc1ccc(Cl)cc1	63	-43	i	-77	5	10	-10	22*	39	-38
Cc1ccc([N+](=O)[O-])c(OCCN2C(=O)NC(C)(C)C2=O)c1	32	-11	i	5	0	-1	1	1	-17	-7
CCCCN(C(=O)CSc1nnc(-c2ccc(OC)cc2)n1CC)c1c(N)n(Cc2ccccc2)c(=O)[nH]c1=O	31	-7	i	-12	4	-3	0	-4	-15	-6
C=CCC(O)(CCN1CCCCC1)c1ccccc1 (stereo unspecified)	21	-5	i	-10	-2	-5	3	-7	-21	0
COc1ccc(NC(=O)c2nc[nH]c2C(=O)N[C@H](C)c2ccccc2)cc1	-1	11	i	x	x	3	1	x	37	8
COc1ccc(-c2noc(C3CCCN(C(=O)c4c(F)cccc4F)C3)n2)cc1OC (stereo unspecified)	0	16	i	-35	-4	-1	-1	-7	-4	5
Cc1ccc(-n2nnnc2SCn2nnc3ccccc3c2=O)c(C)c1	7	12	i	-14	-2	-1	1	1	-36	-5
CN1CCc2c(sc3nc(SCC(=O)N4CCOCC4)nc(N)c23)C1	11	-3	i	-1	3	8	2	7	13	-4
COc1ccccc1N(C)S(=O)(=O)c1ccc(C(=O)OCC(=O)N2CCCCCC2)cc1	26	11	i	-13	0	-1	3	0	-19	2
CCN=c1scc(-c2ccccc2)n1/N=C/c1ccccn1	-9	-17	i	-90	12	0	-1	4	26	-10
COc1ccc(/C=C/c2nc(C)c(-c3ccccc3)c(=O)[nH]2)cc1OC	-1	-21	i	-16	-4	-1	1	-1	8	-3
CCOC(=O)c1c(NC(=O)CSc2nnc3c(Cl)cc(Cl)cn23)sc2c1CCC2	-4	37	i	6	4	-3	-2	-5	-24	16
Cc1ccccc1OCC(=O)NNC(=O)c1ccc(-n2cncn2)c([N+](=O)[O-])c1	16	5	i	x	x	-7	4	x	-2	-3
O=C(/C=C/N1CCOCC1)c1cc2ccccc2o1	13	0	i	-3	2	-2	2	5	-82	1
O=C(Nc1ccc2nc(-c3ccccc3)[nH]c2c1)c1ccco1	18	22	i	-52	4	0	-2	6	-205	21
COc1cc(CNCc2cccs2)ccc1OCc1ccccc1	2	26	i	6	-2	-4	0	-6	-50	6
COc1cc([N+](=O)[O-])ccc1NC(=O)CCCOc1cccc(C)c1	-4	-2	i	-12	-3	-5	-1	0	-2	0
COc1ccc(C(C(=O)NCC2CCCO2)N(C(=O)Cn2nnc3ccccc32)c2ccccc2C(C)=O)cc1OC (stereo unspecified)	14	0	i	-11	-1	-2	1	-1	-12	-3
COc1ccc(S(=O)(=O)NCCc2cn3nc(C)c(C)nc3n2)cc1F	9	8	i	-14	-2	2	13	-11	7	-4
Cc1cc(-c2nc(C)c(C(=O)NN)s2)no1	25	x	i	-11	1	14	2	1	x	x
COc1ccc(CC(=O)Nc2c3c(nn2-c2cccc(C)c2C)CS(=O)C3)cc1OC (stereo unspecified)	28	4	i	-21	4	0	2	-3	-11	-1
COC(=O)c1ccc(Cl)c(NC(=O)CSc2nnc(-c3ccncc3)o2)c1	14	-3	i	-13	1	0	-11	2	0	1
COc1ccc(CSc2nc(CSC)cc(N3CCOCC3)n2)cc1	-1	-1	i	-7	4	4	-1	3	20	8
COCCNS(=O)(=O)c1cccc2cccnc12	14	1	i	x	x	-4	1	x	-24	-6
COc1ccc(/C=C2/C(=O)N(Cc3ccccc3)N=C2C)cc1	43	13	i	-39	3	-1	-2	-6	18	-5
(listing goes on)
SMILES	AI-2 QS mod	HSF-1 act	PolyA inhibitor	KLF5 inh	HSP90 inh	GSK3 alpha inh	GSK3B inh	IEC-6 tox	aSyn 5UTR inh	HSF1 inh
O=C(O)c1ccc(Cn2cnc3sc4c(c3c2=O)CCCC4)cc1	31	-6	i	-8	-2	12	4	3	-2	1
CCN1CCN(CC(=O)N2N=C(c3cccs3)CC2c2ccc(F)cc2)C(=O)C1=O (stereo unspecified)	31	-8	i	2	2	-2	2	-2	-10	2
CC(C)C(=O)NC(NC(=S)Nc1cccc2cccnc12)C(Cl)(Cl)Cl (stereo unspecified)	-3	13	i	-29	3	-1	1	2	4	13
CO/N=C/C(C#N)=C/c1cc(C(=O)c2ccccc2)cn1C	1	-17	i	7	0	1	-1	3	26	-7
CCc1cccc2c(C(=O)C(F)(F)F)cn(CC(=O)N3CCOCC3)c12	18	-6	i	-7	1	-6	-3	-3	-11	-8
S=C(Nc1ccccc1)c1nc2ccccc2s1	15	24	i	-70	-6	-2	1	-1	-170	6
CCCCc1ccc(NC(=O)CSc2nc(=O)n(CCN(CC)CC)c3c2CCC3)cc1	4	2	i	x	x	-4	1	x	-9	2
CN(C)c1ccc(C(=O)OCC(=O)Nc2ccc(S(N)(=O)=O)cc2)cc1	1	2	i	1	1	-2	-1	7	1	-1
Cc1ccn2c(CNCCn3cccn3)c(C(=O)N3CCCCCC3)nc2c1	3	-11	i	-8	-2	-1	0	2	7	3
CC(Oc1ccc(-c2nnco2)cc1)C(=O)N1CCOCC1 (stereo unspecified)	24	7	i	x	x	-1	4	x	-5	-2
COc1ccc(/C=C/C(=O)OCC(=O)N2CC(=O)Nc3ccccc32)cc1S(=O)(=O)N1CCOCC1	14	28	i	1	1	1	-10	-1	18	1
COc1ccc(-c2noc(N3CCC(C(=O)N(C)c4ccccc4C)CC3)n2)cc1	17	-17	x	3	-2	-1	-2	4	1	-6
O=C(CN1CCN(c2ccccc2F)CC1)NC(=O)NCc1ccco1	6	13	i	-22	-2	0	1	-4	15	8
N#Cc1ccc(-c2ccc(Cl)cc2)nc1Oc1ccc(F)cc1	2	82*	i	-14	0	-2	-1	8	15	29
Cc1ccc(OC(C)c2nnc(N)s2)cc1Cl (stereo unspecified)	12	x	x	2	0	1	0	5	x	x
Cc1ccc(OCCCC(=O)Nc2ccc(S(=O)(=O)Nc3cc(C)on3)cc2)cc1	15	45	i	5	1	-3	2	1	11	1
O=C(/C=C/c1cccc(Br)c1)NCC1CCCCC1	11	11	i	-5	0	0	3	-1	7	8
Nc1cccc(C2=Nc3cccc4cccc(c34)N2)c1	18	-4	i	-2	0	3	-3	-6	-17	-4
CC1(C(=O)NCCc2c[nH]c3ccccc23)C=CCN1C(=O)c1ccccc1 (stereo unspecified)	19	9	i	-23	2	-2	0	-2	-9	3
CCOC(=O)N1CCC(NC(=O)c2ccc(NC(=O)C3CCCO3)cc2)CC1 (stereo unspecified)	15	2	i	-7	1	1	-2	1	-2	-6
Cc1cccc(OCCCC(=O)Nc2ccccc2C(F)(F)F)c1	6	-15	i	-2	-1	-5	2	-4	4	7

Screening data: PubChem BioAssay, several laboratories
